High-throughput results as filed in PubChem.
NTR1 agonist: agonists of NTR1, primary screen, imaging, U2OS cells, beta-arrestin-GFP, high content (AID 493036). NTR1-U2OS beta-arrestin-GFP spot imaging, agonist mode. activation, % at 20 µM. 330,000 compounds, 0.17% hits. Neurotensin receptor type 1 (Homo sapiens), P30989;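 active means activation at or above 40% of the spot to cytoplasm intensity ratio, with at least 20 cells analyzed; inconclusive means wells under 20 cells, flagged as cytotoxic or low count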;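 further: 0% = DMSO without peptide and 100% = 100 nM NTR1 peptide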
Target sequence (P30989 whole entry, looked up): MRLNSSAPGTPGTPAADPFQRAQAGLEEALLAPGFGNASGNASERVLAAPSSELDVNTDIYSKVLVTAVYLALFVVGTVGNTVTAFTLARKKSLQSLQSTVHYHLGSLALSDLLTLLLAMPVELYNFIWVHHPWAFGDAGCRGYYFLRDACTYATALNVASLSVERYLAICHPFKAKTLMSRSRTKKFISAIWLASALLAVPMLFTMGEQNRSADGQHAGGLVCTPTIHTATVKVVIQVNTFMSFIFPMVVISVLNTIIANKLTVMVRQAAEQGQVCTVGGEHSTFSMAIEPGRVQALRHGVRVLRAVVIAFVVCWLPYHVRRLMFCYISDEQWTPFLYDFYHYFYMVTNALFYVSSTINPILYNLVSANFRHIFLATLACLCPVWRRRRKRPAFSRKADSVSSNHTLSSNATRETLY
MgcRacGAP inhibition: MgcRacGAP GTPase-activating activity inhibitors, confirmation, biochemical, ADP Hunter fluorescence; Rac GTPase-activating protein 1 (Homo sapiens); MgcRacGAP-stimulated Rac1 GTP hydrolysis, ADP Hunter fluorescence; higher % means a stronger effect; GST-tagged Rac1 F28L mutant substrate; inhibition, % at 30 µM; hits with a dose series show IC50 in µM; 340,000 compounds, 0.6% hits; AID 624330, 2012;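 active means first-screen hits whose inhibition reached a set limit at any dose in the follow-up dose series; inconclusive means inhibition above the set first-screen limit but never retested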;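 further: fluorescence reports GDP produced by GAP-driven GTP hydrolysis; strong numbers were not always called active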
RSV antiviral HEp-2: RSV antiviral activity via CPE protection, HEp-2 cells, primary 10 µM value included (AID 2391). one-dose CPE inhibition, % at 10 µM; IC50 in µM for titrated hits. HEp-2 cells, RSV-induced CPE inhibition; higher % means a stronger effect. 310,000 compounds, 0.13% hits; in the data active means a potency from the dose series; inconclusive means CPE inhibition mostly from about 23% at the one dose, without a potency; inactive means the rest, 99 in 100 with CPE inhibition below about 21%; further: strong numbers were not always called active
T cell HTS: modulators of CD8 T cell-vesicle binding, primary screen, mouse 2C CD8+ T cells, flow cytometry. AID 2052, 2009. 330,000 compounds, 0.068% hits. 2C CD8+ T cell-vesicle binding; active compounds read low. calls only at 7 µM;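 active means response, share of CD8 T cells binding vesicles, and their 90th percentile fluorescence all below set limits, cut at about 80% in these data, passing the limit was not always enough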
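System: murine 2C transgenic CD8+ T lymphocytes; also added: QL9-loaded Drosophila micro-vesicles; times: binding 1.5 h at 37 °C; measured by: flow cytometry, PE anti-B7-1 (FL2) versus Alexa647 anti-CD8 (FL8), PFA-fixed; control set: Peptide-free naked vesicles (low) and QL9 vesicles with 0.7% DMSO vehicle (high)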
K1F lysis inhibition: inhibition of K1F phage lysis, E. coli UTI89, bacterial capsule biogenesis inhibitors, alamar blue (AID 488966); one-dose inhibition, % at 100 µM; IC50 in µM for titrated hits; 340,000 compounds, 0.02% hits; E. coli UTI89 K1F phage lysis, alamar blue, 2 h; higher % means a stronger effect;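 active means phage lysis inhibition, versus mean bacterial control, above a set limit; inconclusive means no clear call, values can overlap the other calls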;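 further: capsule biogenesis inhibitors block K1F phage lysis so surviving cells raise fluorescence; higher fluorescence means more inhibition of phage lysis; actives were called in the ten point dose series up to 300 µM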
West Nile antiviral: West Nile virus antiviral activity, cell-based, CPE readout (AID 1621); West Nile virus-infected cells, CPE inhibition; higher % means a stronger effect; CPE inhibition, % at 10 µM, or IC50 in µM where a hit was titrated; 290,000 compounds, 0.02% hits; in the data active means a potency from the dose series; inconclusive means CPE inhibition mostly from about 3.7% at the one dose, without a potency; inactive means the rest, 99 in 100 with CPE inhibition below about 2.2%; further: strong numbers were not always called active
Salmonella PhoP GFP: inhibitors of PhoP regulon expression, primary screen, Salmonella Typhimurium, GFP reporter (AID 1863). one-dose inhibition, % at 50 µM; IC50 in µM for titrated hits. S. Typhimurium PhoP-regulated promoter GFP reporter, 4 h; higher % means a stronger effect. 300,000 compounds, 0.16% hits;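 active means inhibition over 29.93%, a cutoff 3 SD above the screen mean, later confirmed by dose response; inconclusive means inhibition over 29.93% but no dose response follow-up; inactive means inhibition at most 29.93% or unconfirmed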;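 further: 0% = low Mg2+ inducing control and 100% = high Mg2+ repressing control; strong numbers were not always called active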
Dengue-2 NS5 capping: Dengue-2 NS5 methyltransferase inhibitors, primary screen, biochemical, confirmation dose response (AID 588689) | Dengue-2 NS5 methyltransferase capping enzyme assay, biochemical; higher % means a stronger effect | inhibition, % at 25 µM, or IC50 in µM where a hit was titrated | 340,000 compounds, 0.3% hits | Genome polyprotein (Dengue virus type 2 (strain 16681-PDK53)); in the data active means a potency from the dose series; inconclusive means inhibition above about 29% without an active follow-up result
SV40 large T antigen: SV40 large T antigen inhibitors, biochemical (AID 1903) | SV40 large T antigen ATPase/helicase inhibition assay; higher % means a stronger effect | inhibition, % at 20 µM, or IC50 in µM where a hit was titrated | 310,000 compounds, 0.39% hits; in the data active means a potency from the dose series; inconclusive means inhibition mostly from about 32% at the one dose, without a potency; inactive means the rest, 99 in 100 with inhibition below about 32%; further: strong numbers were not always called active
T cell HTS vesicle-bound %: also measured in T cell HTS; calls as there; double positive events, %; measured here: CD8+ vesicle-bound cell fraction;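 binding gate set so that unloaded-vesicle control wells show 10% double positive cells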
NTR1 agonist cell count 20 µM: recorded beside NTR1 agonist, whose call it bears; cell count; measured here: cell count, cytotoxicity flag
Dengue-2 NS5 capping pilot replicate: second read-out of Dengue-2 NS5 capping, no call of its own (marks repeat the call); inhibition, %; measured here: pilot screen replicate inhibition
The depositor's hits bear a star; i = inactive; ? = inconclusive; . = not tested or not shown; [ ] = another dose, or the depositor's remark.

SMILES	NTR1 agonist	NTR1 agonist cell count 20 µM	MgcRacGAP inhibition	RSV antiviral HEp-2	T cell HTS	T cell HTS vesicle-bound %	K1F lysis inhibition	West Nile antiviral	Salmonella PhoP GFP	Dengue-2 NS5 capping	SV40 large T antigen	others
COC(=O)c1ccc(N/C=C/C(=O)c2ccccc2)cc1	0.0	49	11%	4.1%	i	52	-1.7%	0.0%	15%	0%	-6%
CSc1ccc(S(=O)(=O)NCC(=O)OCC(=O)NCCc2ccccc2)cc1[N+](=O)[O-]	5.4	49	3%	-1.6%	i	44	0.7%[50 µM]	.	-6%	-1%	21%
CCC(C)(C)NC(=O)C(c1ccc(O)cc1)N(Cc1ccco1)C(=O)CCC(=O)Nc1ccccn1 (centres undefined)	-2.1	35	2%	-0.4%	i	34	-0.2%	-0.5%	7%	4%	-6%
O=C(Nc1ccc(Cl)cc1)OCCn1nnnc1C(c1ccccc1Cl)N1CCOCC1 (centres undefined)	5.8	89	5%	1.3%	i	58	5.6%	0.2%	-1%	1%	9%
CC1(C)CC(=O)C2=C(C1)N(c1ccc(Cl)cc1)C(=O)C2(O)C(F)(F)F (centres undefined)	0.4	35	1%	2.3%	i	18	1.4%[50 µM]	-1.1%	-10%	6%	14%
C=CCn1c(SCc2c(F)cccc2Cl)nnc1-c1ccco1	5.2	83	3%	3.4%	i	6	-0.1%	1.1%	12%	-6%	7%	Dengue-2 NS5 capping pilot replicate=-4.9
Cc1noc(C)c1COc1ccc(C(=O)OCC(=O)NC2CCCCC2C)cc1 (centres undefined)	0.6	43	9%	0.2%	i	11	1.3%	0.4%	10%	3%	18%
COC(=O)CSc1cc(SCC(=O)OC)c(C#N)c(SCC(=O)OC)c1	2.1	36	14%	6.5%	i	20	-0.3%	1.6%	-8%	-5%	20%
NC(=O)c1cc2ccccc2o/c1=N\NC(=O)c1ccncc1	0.9	49	9%	2.0%	i	32	0.4%	0.2%	2%	-7%	6%
Cc1occc1-c1nnc(SCC(=O)Nc2nccs2)n1Cc1ccco1	-1.0	60	7%	1.3%	i	32	0.5%	-0.1%	-6%	-5%	3%
COc1cccc(C(=O)N2CCC(CCC(=O)Nc3cccc(C)c3)CC2)c1	-0.7	63	2%	0.4%	i	31	0.0%	-0.3%	11%	-3%	13%
COc1cc2c(cc1NC(=O)c1ccc(C)c([N+](=O)[O-])c1)oc1ccccc12	5.1	47	8%	5.5%	i	37	3.7%	-0.4%	-9%	1%	9%
CC1=C(/C=N/Nc2ccc([N+](=O)[O-])cc2[N+](=O)[O-])C(C)(C)CCC1	4.1	59	2%	2.2%	i	42	0.4%	0.6%	6%	-5%	0%
Oc1ccc(Nc2nc(-c3ccc(O)cc3)cs2)cc1	0.7	84	?	0.0%	i	49	-3.7%	0.2%	9%	16%	?
CC(=O)c1cc(C#N)c(N2CCN(c3ccccc3)CC2)nc1C	7.1	106	5%	1.2%	i	29	0.1%	1.2%	4%	-2%	9%
CN(C)S(=O)(=O)Nc1ccc(Oc2ccccc2)cc1	1.3	35	8%	22%	i	42	0.6%	-0.4%	-9%	0%	11%
O=C(Cc1ccc(Cl)cc1)N1CCOCC1	1.7	49	11%	0.8%	i	34	-1.2%	1.8%	6%	-3%	7%
Cc1cc(C)n(/N=C/c2ccc(C(C)C)cc2)c(=O)c1C#N	4.0	45	3%	1.3%	i	42	3.4%	0.2%	5%	-2%	-13%
Cc1ccc(NC(=O)CNCC2CCCCC2)cc1S(=O)(=O)N(C)C	12	64	29%	-0.9%	i	24	0.0%[50 µM]	-0.7%	-6%	-12%	4%
COCCCn1c(=O)cc(C)[nH]c1=S	-0.4	43	-5%	0.4%	i	17	-0.3%	-0.1%	-5%	-12%	7%
COc1ccc(Cl)cc1NC(=O)CN(C)CC(=O)NC(C)c1ccccc1 (centres undefined)	1.4	36	6%	1.7%	i	44	0.2%	-0.5%	4%	-10%	18%
CSc1nsc(SCC(=O)Nc2cc(C(=O)O)ccc2C)n1	1.2	54	7%	0.5%	i	9	0.2%	0.7%	-2%	3%	6%
O=C(NCc1ccncc1)c1ccc(Br)o1	5.4	48	-4%	-0.1%	i	40	-1.0%	0.0%	0%	0%	27%
O=C(NNC(=O)c1ccc(Br)s1)c1ccc(F)c(S(=O)(=O)N2CCOCC2)c1	1.9	53	4%	1.4%	i	39	0.6%[50 µM]	.	.	-1%	.
COc1ccc(N(CC(=O)N2CCN(c3ccccc3F)CC2)S(=O)(=O)c2c(C)n[nH]c2C)cc1	0.5	35	6%	0.7%	i	29	0.0%	.	-6%	-6%	-1%
CCC(C)[C@H](NC(=O)c1cc2cc(Cl)ccc2n1C)C(=O)N1CCC[C@H]1C(=O)O (some centres undefined)	0.0	76	-3%	.	i	30	3.1%	-0.5%	7%	-4%	13%
Cc1nc2c(c(C)nn2-c2ccccc2)c(C)c1CCC(=O)Nc1ccc(CN2CCCC2)cc1	9.8	83	7%	6.5%	i	51	0.1%	?	1%	-13%	9%
CCn1c(COc2ccccc2)nnc1SCc1ccc(C#N)cc1	-0.3	45	3%	2.6%	i	34	-0.8%[50 µM]	0.1%	-4%	-3%	4%
O=C(Nc1ccccc1O)c1csc2c1CCCC2	1.7	58	4%	9.9%	i	42	0.5%	-0.2%	-8%	-6%	16%
O=C(NCc1ccc2c(c1)OCO2)c1ccc(-c2ccc(Cl)cc2)o1	1.3	62	6%	14%	i	6	0.1%	-0.5%	25%	-6%	20%

Overlap with the part before: two compounds, then new ones.
SMILES	NTR1 agonist	NTR1 agonist cell count 20 µM	MgcRacGAP inhibition	RSV antiviral HEp-2	T cell HTS	T cell HTS vesicle-bound %	K1F lysis inhibition	West Nile antiviral	Salmonella PhoP GFP	Dengue-2 NS5 capping	SV40 large T antigen	others
O=C(Nc1ccccc1O)c1csc2c1CCCC2	1.7	58	4%	9.9%	i	42	0.5%	-0.2%	-8%	-6%	16%
O=C(NCc1ccc2c(c1)OCO2)c1ccc(-c2ccc(Cl)cc2)o1	1.3	62	6%	14%	i	6	0.1%	-0.5%	25%	-6%	20%
CCOc1ccc(NC(=O)NC2(C(=O)NCc3ccco3)CCCCC2)cc1	6.3	45	6%	1.3%	i	17	0.3%	-0.8%	-3%	1%	4%
Cc1cc(C)cc(OCc2nnc(SCC(=O)OC3CCCCC3)o2)c1	3.3	85	-3%	2.2%	i	9	0.2%	0.0%	7%	-8%	-6%
Cc1ccc(S(=O)(=O)NCCCn2ccnc2)cc1	0.6	55	3%	2.0%	i	17	1.1%[50 µM]	-0.4%	7%	2%	-2%
COc1cccc(CNC(=O)c2nnn(CC(=O)Nc3cc(C)ccc3C)c2N)c1	1.6	64	6%	1.1%	i	10	0.2%	?	-7%	-7%	6%
COc1ccc(C(=O)N/N=C(\CCC(=O)O)c2ccc(C(C)(C)C)cc2)cc1OC	-0.6	33	-9%	3.6%	i	51	-0.6%	-0.3%	-11%	-4%	3%
O=C(c1ccccc1)n1ccn(-c2ccccc2)c1=S	-1.0	99	4%	0.9%	i	24	0.4%	0.2%	8%	7%	23%
CCc1noc(C)c1C(=O)N1CCCC(C(=O)c2cc(F)ccc2F)C1 (centres undefined)	-0.2	73	7%	2.9%	i	61	0.1%	0.3%	0%	-11%	23%
Brc1ccc(CSc2nnc(-c3cccnc3)o2)cc1	1.8	76	5%	3.6%	i	52	-0.2%	-1.3%	-2%	-5%	3%
O=C(NC1CC2CCC(C1)N2Cc1ccccc1)c1cccc(F)c1 (centres undefined)	-0.4	61	12%	0.3%	i	62	0.1%	-1.1%	-3%	-9%	11%
CC1=C(C(=O)OC2CCCCC2)C(c2ccc(F)cc2)NC(=O)N1 (centres undefined)	0.4	86	13%	3.5%	i	55	-0.1%	-0.8%	9%	-3%	22%
Fc1ccc(C(c2nnnn2Cc2ccccc2)N2CCSCC2)cc1 (centres undefined)	-0.3	46	-2%	1.0%	i	37	1.2%	1.1%	6%	0%	13%
CN(C(=O)COC(=O)CNC(=O)C1CCCCC1)c1ccccc1	0.6	58	2%	0.4%	i	28	0.6%[50 µM]	.	.	-13%	.
CC(=O)N1N=C(c2ccc(C(C)(C)C)cc2)OC1(C)C	2.0	68	7%	2.1%	i	2	4.0%[50 µM]	0.5%	0%	4%	1%
O=C(CSc1ccc2nnc(-c3cccnc3)n2n1)NCc1ccco1	4.3	48	16%	-0.1%	i	24	-0.2%	0.3%	14%	-3%	3%
COC(=O)c1cccc(N(CC(=O)NC2CCCC2)C(=O)CNC(=O)c2cccs2)c1	2.1	59	-2%	0.4%	i	22	1.0%	0.0%	-3%	-4%	26%
Cc1csc(NC(=O)Cc2ccc(F)cc2)n1	-0.2	62	12%	1.9%	i	51	-1.6%	0.8%	-2%	-6%	9%
CC(C)Oc1ccc(CNC(=O)C2CCCN(S(=O)(=O)N3CCOCC3)C2)cc1 (centres undefined)	-0.7	54	6%	1.1%	i	15	0.0%	-0.2%	-4%	-9%	15%
Cn1c(=O)c(C(=O)COC(=O)c2cc(C(F)(F)F)nc3c(C(F)(F)F)cccc23)c(N)n(CC2CC2)c1=O	29	76	.	-2.9%	i	16	.	.	-2%	.	2%
CSc1ccc(/C=N/n2nnnc2N)cc1	-1.1	84	-5%	65%	i	13	0.2%	-0.7%	4%	-3%	6%	Dengue-2 NS5 capping pilot replicate=0.6
Cc1cccc(OCC(=O)NCC(=O)N/N=C/c2cc(Br)cc(Br)c2O)c1	52*	39*	4%	19%	i	48	-1.5%	-0.5%	-3%	-4%	-5%
CCOC(=O)[C@@H]1[C@H]2COc3cc(OC)ccc3[C@@H]2N2C(=O)N(c3cccc(C)c3)C(=O)[C@@]12C	-1.8	53	5%	0.6%	i	18	1.2%	-1.4%	-6%	3%	6%
